Bioassay records (PubChem)
PhoP inhibition = PhoP-dependent GFP reporter repression – Salmonella Typhimurium, primary screen (AID 1863) | S. Typhimurium PhoP-regulated promoter GFP reporter, 4 h; higher % means a stronger effect | one-dose inhibition, % at 50 µM; IC50 in µM for titrated hits | actives 0.16% (n = 300,000);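 active = inhibition over 29.93%, a cutoff 3 SD above the screen mean, later confirmed by dose response; inconclusive = inhibition over 29.93% but no dose response follow-up; inactive = inhibition at most 29.93% or unconfirmed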;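 note: 0% = low Mg2+ inducing control and 100% = high Mg2+ repressing control; strong numbers were not always called active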
NTR1 agonist = agonists of NTR1, primary screen, imaging, U2OS cells, beta-arrestin-GFP, high content (AID 493036) | NTR1-U2OS beta-arrestin-GFP spot imaging, agonist mode | activation, % at 20 µM | actives 0.17% (n = 330,000);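 active = activation at or above 40% of the spot to cytoplasm intensity ratio, with at least 20 cells analyzed; inconclusive = wells under 20 cells, flagged as cytotoxic or low count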;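 note: 0% = DMSO without peptide and 100% = 100 nM NTR1 peptide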
Target sequence (P30989 whole entry, looked up): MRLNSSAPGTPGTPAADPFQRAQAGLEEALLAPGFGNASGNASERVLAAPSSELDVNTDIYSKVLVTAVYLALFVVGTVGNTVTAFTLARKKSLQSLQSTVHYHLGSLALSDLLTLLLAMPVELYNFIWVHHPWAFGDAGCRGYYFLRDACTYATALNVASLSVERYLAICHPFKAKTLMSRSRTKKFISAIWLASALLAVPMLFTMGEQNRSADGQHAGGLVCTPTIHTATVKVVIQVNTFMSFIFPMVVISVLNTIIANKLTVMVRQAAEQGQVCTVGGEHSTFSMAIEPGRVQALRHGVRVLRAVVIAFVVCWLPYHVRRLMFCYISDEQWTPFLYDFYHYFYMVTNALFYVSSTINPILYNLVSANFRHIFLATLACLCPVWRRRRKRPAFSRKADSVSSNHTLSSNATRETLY
RSV CPE inhibition = RSV antiviral activity via CPE protection, HEp-2 cells, primary 10 µM value included (AID 2391); HEp-2 cells, RSV-induced CPE inhibition; higher % means a stronger effect; one-dose CPE inhibition, % at 10 µM; IC50 in µM for titrated hits; actives 0.13% (n = 310,000); in the data active = a potency from the dose series; inconclusive = CPE inhibition mostly from about 23% at the one dose, without a potency; inactive = the rest, 99 in 100 with CPE inhibition below about 21%; note: strong numbers were not always called active
Myeloid diff MLP = promotes myeloid progenitor differentiation; ER-HoxA9 myeloid progenitors, lysozyme-GFP differentiation, flow cytometry; actives 1% (n = 360,000); calls only at 10 µM;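 active = normalized GFP-positive differentiation at or above the plate's own cutoff, the solvent-only control mean plus 3 SD; inconclusive = no clear call, values can overlap the other calls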;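 note: cells exposed to compound for four days before flow analysis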
Rac1 GTP hydrolysis = MgcRacGAP GTPase-activating activity inhibitors, confirmation, biochemical, ADP Hunter fluorescence. MgcRacGAP-stimulated Rac1 GTP hydrolysis, ADP Hunter fluorescence; higher % means a stronger effect; GST-tagged Rac1 F28L mutant substrate. inhibition, % at 30 µM; hits with a dose series show IC50 in µM. actives 0.6% (n = 340,000). AID 624330;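 active = first-screen hits whose inhibition reached a set limit at any dose in the follow-up dose series; inconclusive = inhibition above the set first-screen limit but never retested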;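 note: fluorescence reports GDP produced by GAP-driven GTP hydrolysis; strong numbers were not always called active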
TNAP activation fold = stimulation of alkaline phosphatase TNAP activity – biochemical, luminescent, no phosphate acceptor, uHTS, primary screen (AID 1001); purified TNAP, luminescent activation assay, no phosphate acceptor; higher activation fold means a stronger effect; actives 0.03% (n = 200,000); one-dose activation fold at 20 µM; EC50 in µM for titrated hits; in the data active = activation fold from about 3, or a potency from the dose series; inactive = the rest, 99 in 100 with activation fold below about 1.6; note: many of its hits are not listed in these tables
T cell modulator = modulates CD8 T cell binding to vesicles | 2C CD8+ T cell-vesicle binding, flow cytometry; active compounds read low | calls only at 7 µM | actives 0.068% (n = 330,000) | AID 2052;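 active = response, share of CD8 T cells binding vesicles, and their 90th percentile fluorescence all below set limits, cut at about 80% in these data, passing the limit was not always enough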
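Material: 2C TCR transgenic mouse naive CD8+ T cells, MACS-purified. Also added: QL9-charged Drosophila Ld/ICAM-1/B7-1 vesicles. Timing: binding 1.5 h at 37 °C. Measured by: high-throughput flow cytometry with anti-B7-1 and anti-CD8 staining. Read-out: percent CD8+ FL2 mean versus row control. Controls: Unloaded micro-vesicles (low), QL9 vesicles with 0.7% DMSO (high).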
Large T inhibition = TAg ATPase/helicase activity blockers – biochemical (AID 1903); SV40 large T antigen ATPase/helicase inhibition assay; higher % means a stronger effect; inhibition, % at 20 µM; hits with a dose series show IC50 in µM; actives 0.39% (n = 310,000); in the data active = a potency from the dose series; inconclusive = inhibition mostly from about 32% at the one dose, without a potency; inactive = the rest, 99 in 100 with inhibition below about 32%; note: strong numbers were not always called active
UTI89 phage lysis = inhibition of K1F phage lysis, E. coli UTI89, bacterial capsule biogenesis inhibitors, alamar blue (AID 488966) | E. coli UTI89 K1F phage lysis, alamar blue, 2 h; higher % means a stronger effect | one-dose inhibition, % at 100 µM; IC50 in µM for titrated hits | actives 0.02% (n = 340,000);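 active = phage lysis inhibition, versus mean bacterial control, above a set limit; inconclusive = no clear call, values can overlap the other calls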;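 note: capsule biogenesis inhibitors block K1F phage lysis so surviving cells raise fluorescence; higher fluorescence means more inhibition of phage lysis; actives were called in the ten point dose series up to 300 µM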
T cell modulator vesicle-bound % = also measured in T cell modulator; calls as there; double positive events, %; measured here: CD8+ vesicle-bound cell fraction;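 binding gate set so that unloaded-vesicle control wells show 10% double positive cells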
NTR1 agonist cell count 20 µM = recorded beside NTR1 agonist, whose call it bears; cell count; measured here: cell count, cytotoxicity flag
Myeloid diff MLP GFP+ MAC1+ % = recorded beside Myeloid diff MLP, whose call it bears; GFP+ MAC1+ double positive, %; measured here: differentiation confirmed by MAC1 staining
Active calls of the source: *; i = inactive; ? = inconclusive; . = no result given; [ ] = remark or other dose.

SMILES | PhoP inhibition | NTR1 agonist | NTR1 agonist cell count 20 µM | RSV CPE inhibition | Myeloid diff MLP | Myeloid diff MLP GFP+ MAC1+ % | Rac1 GTP hydrolysis | TNAP activation fold | T cell modulator | T cell modulator vesicle-bound % | Large T inhibition | UTI89 phage lysis
CCC(C)NC(=O)Nc1ccc(Br)cc1 (stereo not given) | -2% | -0.2 | 81 | 2.3% | i | 0.2 | 10% | 1.1 | i | 36 | 9% | -0.1%
O=C(OCC(=O)N1CCN(C(=O)COC(=O)c2ccc(O)cc2O)CC1)c1ccc(O)cc1O | 1% | -0.5 | 79 | 0.3% | i | 0.4 | 4% | . | i | 60 | 28% | 3.6%[50 µM]
COc1ccc(CCN2CN(S(=O)(=O)c3ccccc3)c3nc4ccccc4nc32)cc1OC | -15% | 2.7 | 47 | 3.0% | i | 0.5 | 3% | 1.1 | i | 33 | 5% | 5.2%
Cc1oc(C(=O)O)cc1COc1ccccc1Cl | -6% | -0.9 | 61 | 1.2% | i | 1.4 | -4% | 1.1 | i | 61 | 8% | -1.3%
CCCCCOC(=O)C1[C@H]2C(=O)N(Cc3cccs3)C[C@]23C=C[C@H]1O3 (stereo not given in full) | -2% | 1.1 | 63 | 0.4% | i | 6.3 | 8% | 1 | i | 49 | 5% | -0.6%
COc1ccc(N2C(=O)CN=C2Nc2nc(C)cc(C)n2)cc1 | -16% | 0.1 | 65 | 2.0% | i | 1.1 | 9% | 1 | i | 30 | 7% | 0.6%
COC(=O)COc1cccc2c(=O)n(CC(=O)NCc3ccccc3)ccc12 | -3% | 3.6 | 66 | -0.7% | . | . | 9% | . | i | 13 | -1% | 0.1%
Cc1cccc(NC(=S)NC2CCCC2)n1 | 0% | 0.2 | 32 | 2.8% | i | 0.7 | 9% | 1.1 | i | 33 | 2% | -0.8%
O=C(NCCc1ccc(Cl)cc1)c1ncn[nH]1 | 2% | 2.3 | 59 | -0.3% | i | 1.9 | 12% | 1.1 | i | 41 | 18% | 0.7%
COc1ccc(C(=O)Nc2ccc(Nc3ccccc3)cc2)cc1[N+](=O)[O-] | -1% | 15 | 64 | 57% | i | 0.6 | 16% | . | i | 62 | 12% | 0.1%
COc1cccc(-n2c(-c3ccccc3)c[nH]c2=S)c1 | 13% | 0.5 | 53 | 1.4% | ? | . | 13% | . | i | 22 | 7% | -1.8%
CCOC(=O)CC1C(=O)NCCN1C(=O)c1c(F)cccc1F (stereo not given) | 4% | -0.8 | 40 | 0.7% | i | 0.6 | 9% | 1.2 | i | 8 | 2% | 1.3%
Cc1ccccc1CNC(=O)CCNS(=O)(=O)c1ccc(OC(F)(F)F)cc1 | . | -0.1 | 48 | -0.4% | i | 0.3 | 3% | . | i | 29 | . | 0.5%[50 µM]
CN(C(=S)NC1CCCCC1)C1(c2ccccc2Cl)CCCCC1=O (stereo not given) | 3% | 1.3 | 87 | 0.4% | i | 0.1 | 12% | 1.1 | i | 64 | 2% | 0.2%
Cn1c(=O)c2c(nc(Br)n2CCCc2ccccc2)n(C)c1=O | -4% | 1.3 | 63 | 4.5% | i | 0.9 | 8% | 1 | i | 53 | 5% | 0.3%
O=C(CCn1cnnn1)Nc1ccccc1 | -9% | -1.0 | 59 | 0.8% | i | 0.4 | 6% | 1.1 | i | 53 | 5% | 0.2%
S=c1[nH]nc(-c2cccnc2)n1/N=C/c1ccc(Br)s1 | -5% | 0.1 | 57 | 1.1% | i | 0.4 | 8% | 0.8 | i | 45 | 13% | 0.6%[50 µM]
CN1CC=C2C(C#N)=C(N)C(C#N)(C#N)[C@H](c3cccs3)[C@H]2C1 | -13% | . | . | 0.6% | i | 2.0 | 6% | 1.2 | i | 64 | 3% | 1.4%
O=C(NCCCn1ccnc1)c1ccc2ccccc2c1 | -7% | 0.3 | 52 | 2.6% | i | 0.3 | 6% | . | i | 8 | 28% | 0.2%
O=C(NCCC1CCCCN1S(=O)(=O)c1ccc(F)cc1)C(=O)Nc1ccccc1F (stereo not given) | -22% | 2.3 | 51 | -1.6% | i | 0.5 | 7% | . | i | 40 | 5% | 0.6%[50 µM]
CC1(C)NC(=O)N(CCCCOc2ccc(Cl)cc2C=O)C1=O | 2% | 2.1 | 45 | 1.9% | i | 0.2 | 3% | 1 | i | 24 | 3% | -0.5%
CCCCCCCNC(=O)C1(CC2CC(c3cccc(Br)c3)=NO2)CCN(C(=O)OC(C)(C)C)CC1 (stereo not given) | 0% | -2.5 | 47 | 1.4% | i | 1.6 | 3% | . | i | 22 | 17% | 0.9%
O=C(Nc1ccccc1N1CCOCC1)c1ccc(Cl)c(S(=O)(=O)NCc2ccco2)c1 | -3% | 0.8 | 44 | 5.9% | i | 0.3 | 6% | 1.1 | i | 26 | 11% | 0.8%
Cc1ccc(S(=O)(=O)NCc2csc(-c3cccs3)n2)cc1 | -10% | 1.5 | 44 | 0.8% | i | 0.7 | 7% | . | i | 26 | 3% | -0.1%
CCOC(=O)C1Oc2ccccc2C(c2cccc3ccccc23)=C1C(=O)OC (stereo not given) | . | 5.6 | 68 | . | i | 2.8 | 6% | . | . | . | . | 0.2%
Fc1ccc(NC(=S)N2CCCC(c3ccccc3)=N2)cc1 | -3% | 7.2 | 52 | 3.0% | i | 0.3 | 7% | . | i | 20 | 11% | -0.6%
COCCN(C(=O)COC(=O)c1cc2ccccc2cc1O)c1c(N)n(Cc2ccccc2)c(=O)[nH]c1=O | -6% | 1.3 | 57 | 0.0% | i | 0.2 | 2% | . | i | 30 | 20% | -0.4%[50 µM]
Cc1cccc(C(=O)OCC(=O)NCCN2C(=O)CSC2=O)c1[N+](=O)[O-] | . | -1.4 | 59 | . | i | 1.1 | 4% | . | i | 33 | . | 0.4%[50 µM]
C=CCn1c(Cc2csc(N)n2)nnc1SCc1ccc(C(=O)OC)cc1 | -2% | -1.6 | 53 | -0.2% | i | 5.7 | 7% | 1.1 | i | 36 | 10% | 0.1%
Cc1c(NC(=O)c2coc(=O)c(Br)c2)c(=O)n(-c2ccccc2)n1C | 7% | 0.5 | 47 | -0.8% | i | 0.8 | 20% | 1 | i | 24 | 17% | 2.0%
CCCC1(C)NC(=O)c2ccccc2O1 (stereo not given) | -1% | 1.0 | 31 | 0.5% | i | 0.3 | 3% | 1.1 | i | 58 | 5% | -0.8%
CCN(CC)CCCNc1nc(-c2ccccc2)nc2ccccc12 | 5% | -0.3 | 43 | -1.8% | i | 0.8 | 18% | 1 | i | 51 | 22% | 0.1%[50 µM]
COc1ccc(NS(=O)(=O)c2cc(C)ccc2OC)cc1OC | -2% | 0.0 | 42 | 8.6% | i | 0.2 | -9% | 1.1 | i | 56 | 22% | -0.1%
O=C(O)C[C@H]1c2cc(C(F)(F)F)ccc2S(=O)(=O)N1C1CCCCC1 | . | -2.1 | 91 | 2.0% | i | 2.1 | 9% | . | i | 13 | 3% | 0.8%
CCOCCCNC(=O)c1oc2ccc3c(c2c1C)C(O)CC(C)(C)O3 (stereo not given) | 13% | 0.6 | 98 | 1.5% | i | 0.8 | 6% | . | i | 31 | -1% | 0.3%[50 µM]
CCOC(=O)C1=C(C)OC(N)=C(C#N)C1c1cc(Cl)c(OCC(N)=O)c(OC)c1 (stereo not given) | -40% | 1.6 | 63 | 5.4% | i | 0.0 | 9% | 1 | i | 45 | 7% | 7.3%
O=C(/C=C/c1cccc([N+](=O)[O-])c1)NC(=S)Nc1cccc(NC(=O)c2ccccc2Cl)c1 | -3% | 0.9 | 81 | 4.9% | i | 0.6 | 12% | 1.1 | i | 11 | 1% | 3.0%
Cc1cccc(CCNC(=O)CCS(=O)(=O)c2ccc(Br)cc2)c1 | -4% | -1.1 | 78 | 1.5% | i | 0.3 | 3% | 1.1 | i | 59 | -3% | 0.2%
Nc1nnc(CC(=O)N/N=C/c2ccc(-c3ccc(F)cc3)o2)s1 | 1% | -0.6 | 68 | . | i | 0.4 | . | . | i | 50 | 15% | .
CCOc1ccccc1NC(=O)c1cc(C(=O)c2cc(Br)ccc2O)coc1=N | -14% | 7.8 | 62 | 0.8% | i | 0.1 | -3% | 1 | i | 51 | 10% | -4.4%
Cc1sc2ncnc(SCC(=O)NC3CC3)c2c1C | 7% | 0.5 | 58 | -2.0% | i | 0.6 | -1% | 1.1 | i | 46 | -2% | -2.1%
COc1cc(/C=C/C(=O)OCC(=O)N2CCCCCC2)ccc1OCC#N | -2% | 2.4 | 60 | 1.5% | i | 1.5 | 3% | 1.1 | i | 24 | 4% | 2.7%
COc1ccc(-c2csc3nc(C)n(-n4cccc4)c(=O)c23)cc1 | . | 3.5 | 49 | -1.9% | i | 1.2 | 12% | 1 | i | 31 | . | -0.1%
O=C(NCCC(=O)N1CCOCCOCCOCCOCC1)OCc1ccccc1 | -2% | 0.4 | 36 | 1.1% | i | 0.2 | 13% | . | i | 27 | 12% | -0.5%
c1ccc(Nc2nnc(-c3cccc4ccccc34)o2)cc1 | -16% | -0.1 | 61 | 5.9% | i | 0.5 | . | . | i | 57 | 13% | .
CCOC(=O)[C@H]1[C@H]2COc3ccc(Cl)cc3[C@@H]2N2C(=O)c3cc(Cl)ccc3NC(=O)[C@@]12C | . | 6.8 | 94 | 8.9% | i | 1.3 | 3% | . | . | . | 15% | -0.1%
CNC(=O)c1[nH]cnc1C(=O)N[C@@H](C)C(=O)OC(C)(C)C | -6% | 0.2 | 55 | 0.3% | i | 0.3 | 13% | 1 | . | . | -4% | -0.2%

Record cards (already shown). Screens in order: PhoP inhibition	NTR1 agonist	NTR1 agonist cell count 20 µM	RSV CPE inhibition	Myeloid diff MLP	Myeloid diff MLP GFP+ MAC1+ %	Rac1 GTP hydrolysis	TNAP activation fold	T cell modulator	T cell modulator vesicle-bound %	Large T inhibition	UTI89 phage lysis
O=C(NCCC(=O)N1CCOCCOCCOCCOCC1)OCc1ccccc1 is listed as -2%	0.4	36	1.1%	i	0.2	13%	.	i	27	12%	-0.5%
CCOc1ccccc1NC(=O)c1cc(C(=O)c2cc(Br)ccc2O)coc1=N is listed as -14%	7.8	62	0.8%	i	0.1	-3%	1	i	51	10%	-4.4%
